Compound activity: PubChem BioAssay, National Center for Advancing Translational Sciences (NCATS)
BAZ2B inh: qHTS Assay for Inhibitors of BAZ2B; 4.4% of 360,000 active; Potency, µM (highest dose often 114 µM), without a hit: top-dose activity change, negative = inhibition, most hits filed as inhibitors; AlphaScreen BAZ2B-H3K14Ac peptide displacement; Bromodomain adjacent to zinc finger domain protein 2B (Homo sapiens), Q9UIF8; note: % is set by controls: 0 for no effect and ±100 for the full control effect; nearly all actives have a fitted effect of over 60% in size
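AlphaScreen displacement: compounds (up to 110uM) incubated 30 min at room temperature with a preformed 50 nM BAZ2B/50 nM biotinylated H3K14Ac peptide complex in PBS pH 7.4 with Tween-20. Donor and acceptor beads at 10 ug/mL final added, 20 min light-protected before reading.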
GLS inhibitor: qHTS for Inhibitors of Glutaminase (GLS); 0.21% of 410,000 active; Glutaminase kidney isoform, mitochondrial (Homo sapiens), O94925; Potency, µM (doses to about 45.5 µM), without a hit: top-dose activity change, negative = inhibition, actives largely listed as inhibitors; GLS enzymatic activity, qHTS titration; note: % is set by controls: 0 for no effect and ±100 for the full control effect
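Read-out is an Amplex red fluorescence increase coupled through glutamate oxidase and HRP, measured before and after 30 min room-temperature incubation. hKGA is in 45 mM KH2PO4 (pH 8.2) with 0.02% Tween-20; glutamine added as 1mM solution.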
JMJD2A Tudor inh: qHTS Assay for Inhibitors of JMJD2A-Tudor Domain; AlphaScreen JMJD2A-Tudor / H3K4me3 peptide binding; Potency, µM (series often up to 114 µM), for the others: at the top dose activity change, negative = inhibition, actives largely listed as inhibitors; 4.4% of 390,000 active; AID 504339, 2011; note: % is set by controls: 0 for no effect and ±100 for the full control effect; nearly all actives have a fitted effect of over 50% in size
G9a inh: qHTS Assay for Inhibitors of Histone Lysine Methyltransferase G9a; Histone-lysine N-methyltransferase EHMT2 (Homo sapiens), Q96KQ7; G9a H3K9 monomethylation, AlphaScreen, 2 h; Potency, µM (highest dose often 102 µM), without a hit: top-dose activity, negative = inhibition, actives largely listed as inhibitors; 8.8% of 350,000 active; AID 504332, 2011; note: % is set by controls: 0 for no effect and ±100 for the full control effect; nearly all actives have a fitted effect of over 75% in size
Target sequence (Q96KQ7 913-1193 limits assumed): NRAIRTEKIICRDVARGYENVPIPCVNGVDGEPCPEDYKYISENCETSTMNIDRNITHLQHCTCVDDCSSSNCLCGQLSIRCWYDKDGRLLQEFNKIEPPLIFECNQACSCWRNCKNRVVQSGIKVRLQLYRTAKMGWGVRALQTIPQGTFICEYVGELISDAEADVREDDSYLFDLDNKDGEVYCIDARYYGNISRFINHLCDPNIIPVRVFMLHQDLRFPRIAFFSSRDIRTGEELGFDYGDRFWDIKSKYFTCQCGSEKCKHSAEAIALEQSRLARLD
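Using a bead-based AlphaScreen, monomethylated H3K9 product from 2 h room-temperature reactions (G9a 20 nM, peptide 500 nM, SAM 20 uM) was detected with 0.5 ug/mL rabbit anti-H3K9me1 antibody.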
BLM inh: qHTS Assay for Inhibitors of Bloom's syndrome helicase (BLM); RecQ-like DNA helicase BLM (Homo sapiens), P54132; recombinant BLM DNA unwinding, fluorescence dequenching; Potency, µM (doses to about 56.1 µM), for inactives: top-dose activity change, negative = inhibition, hits mostly inhibitors; 0.2% of 350,000 active; AID 2528, 2010;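 note: plate controls were vehicle for no effect and no enzyme for full effect; nearly all actives have a fitted effect of over 35% in size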
Pin1 inh: qHTS Assay to Find Inhibitors of Pin1. Peptidyl-prolyl cis-trans isomerase NIMA-interacting 1 (Homo sapiens), Q13526. Pin1 FP peptide displacement, HiFluor488, 10 min. Potency, µM (highest dose often 115 µM), for inactives: at the highest dose activity, negative = inhibition, actives largely listed as inhibitors. 0.009% of 390,000 active. AID 504891, 2011; active = well fitted inhibition curve with a large enough effect in the polarisation, with a control signal flat, not every such curve was filed as active; inconclusive = small, poorly fitted or top-dose-only effect, or effect the other way, or a change in a side signal; inactive = no such curve, though single readings can be large or run the other way; the % refers to the polarisation; note: % is set by controls: 0 for no effect and ±100 for the full control effect
Target sequence (Q13526 whole entry, looked up): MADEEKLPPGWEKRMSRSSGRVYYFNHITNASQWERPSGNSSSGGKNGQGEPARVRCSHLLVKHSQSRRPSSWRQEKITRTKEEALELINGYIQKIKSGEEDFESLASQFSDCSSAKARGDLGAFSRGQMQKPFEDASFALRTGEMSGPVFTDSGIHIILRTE
HP1b binding inh: HTS for Inhibitors of HP1-beta Chromodomain Interactions with Methylated Histone Tails; Potency, µM (highest dose often 114 µM), for the others: at the top dose activity change, negative = inhibition, hits mostly inhibitors; AlphaScreen HP1-beta / biotin-H3K9me3 peptide binding; 0.56% of 390,000 active; note: nearly all actives have a fitted effect of over 70% in size; inactives centre near 23
Target sequence (P83916 whole entry, looked up): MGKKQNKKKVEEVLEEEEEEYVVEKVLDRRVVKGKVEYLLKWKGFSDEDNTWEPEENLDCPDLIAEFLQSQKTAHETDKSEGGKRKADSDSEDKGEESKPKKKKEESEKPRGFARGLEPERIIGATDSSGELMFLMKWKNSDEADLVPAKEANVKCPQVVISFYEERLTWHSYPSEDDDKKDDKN
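AlphaScreen: HP1-beta (50 nM) preformed 30 min with biotin-H3(1-18)K9me3 peptide (50 nM) in PBS pH 7.4, 0.01% Tween-20. Compound added for 30 min at RT, then streptavidin donor/nickel chelate acceptor beads (10 ug/mL) for 30 min.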
POLI inh: qHTS for Inhibitors of Polymerase Iota | Pol iota fluorescent replication assay, 10 min | Potency, µM (highest dose often 115 µM), for the others: top-dose activity, negative = inhibition, usual class: inhibitors | AID 588590, 2011 | 1% of 390,000 active
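Pol iota at 10 nM preincubated 15 min with compounds at room temperature; reaction started with fluorescent substrate, 50 nM final. Fluorescence read kinetically at 0 and 10 min; buffer-only wells as negative control.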
PGK inhibitor: qHTS Assay to Find Inhibitors of Phosphoglycerate Kinase; Potency, µM (doses to about 57.5 µM), for inactives: at the highest dose activity change, negative = inhibition, hits mostly inhibitors; 0.043% of 380,000 active; PGK/GAPDH coupled, Kinase-Glo luminescence, 60 min; note: % is set by controls: 0 for no effect and ±100 for the full control effect; nearly all actives have a fitted effect of over 60% in size
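Recombinant glycosomal PGK reaction used 1,3-bisphosphoglycerate generated in-well by GAPDH (100nM final) in 100mM TEA pH 7.6, 5mM MgCl2, 0.01% Tween-20. After 60 minutes at room temperature, ATP was read by Kinase-Glo Plus luminescence end-point.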
* marks the source's active call; other numbers are inactive results; i = inactive; ? = inconclusive; . = not tested or not shown; & = joins results of further samples; [ ] = dose if it differs, or a comment. Unless noted, calls come from the whole dose curve; as a rule, active = well fitted curve in the direction sought with a large enough effect; inconclusive = small, poorly fitted or top-dose-only effect, or another doubt; inactive = no such curve, though single readings can be large; an effect the other way counts as inactive or inconclusive. Potency is the fitted concentration of half-maximal effect. An excerpt. The share of hits here may be higher or lower than overall.

| BAZ2B inh | BLM inh | HP1b binding inh | JMJD2A Tudor inh | G9a inh | Pin1 inh | POLI inh | GLS inhibitor | PGK inhibitor | SMILES |
| --- | --- | --- | --- | --- | --- | --- | --- | --- | --- |
| -21% | 2% | 26% | -1% | 7% | 1% | 36%[activator] | -3% | -3% | Cc1ccc(SCC(=O)NNC(=O)C2CCCCC2)cc1 |
| -14% | -4% | 40%[activator] | -5% | 2%[59 µM] | 17% | -2% | 1% | i | COc1ccccc1CNC(=O)Cc1c(C)c2cc3c(C)coc3c(C)c2oc1=O |
| -11% | 0% | -24% | -17% | -27% | -13% | 28% | 4% | -2% | Nc1nnc(-c2cccc(F)c2)s1 |
| 15% | . | 10% | -19% | 6%[0.501 µM] | -2% | 40%[activator] | -8% | -2% | COc1ccccc1CNC(=O)C(=O)NCCC1CCCCN1S(=O)(=O)c1cccs1 (centres undefined) |
| 6% | ? | -4% | -25% | 9%[59 µM] | 20% | -14% | -14% | -1% | CCCCCCCCCCCCCCCC[n+]1ccc(/C=N/O)cc1 |
| 4% | -1% | -4% | -13% | 20% | 0% | 86%[activator] | -10% | -4% | O=C(Nc1cnccn1)c1ccc(Cl)cc1 |
| 2% | -1% | 67%[activator] | 7%[57.1 µM] | 6% | 4% | 48%[activator] | 0% | 2% | CCc1ccc(C(=O)COC(=O)c2cncc(Br)c2)cc1 |
| -2% | 1% | ? | -20% | 17%[59 µM] | 0% | 14% | 5% | -9% | Cc1cn2c(=O)cc(COC(=O)C(C)Oc3ccccc3)nc2s1 (centres undefined) |
| -6% | -2% | 46%[activator] | 22µM* | -17%[59 µM] | 0% | -10% | -11% | -1% | CCOC(=O)c1cc(-c2ccccc2)n(CC(=O)Nc2ccc(OC)cc2OC)c1C |
| 4% | -3% | 42%[activator] | -7% | 0%[59 µM] | -1% | -14% | 2% | i | Cc1ccc(NC(=O)C2CCCN(c3ncnc4c3nc3n4CCCCC3)C2)cc1F (centres undefined) |
| -22% | -1% | 16% | -24% | 40µM* | 0% | 0% | ? | -9% | COc1ccc2cc(C)c3nnc(SCC(=O)Nc4cc(OC)c(OC)cc4C(=O)O)n3c2c1 |
| 1% | -1% | 2% | -7% | 32%[12.7 µM] | -10% | 23% | 8% | 6% | O=C(NCc1cccs1)C1CCCN1C(=O)Nc1ccc(F)cc1 (centres undefined) |
| -8% | -4% | 10% | -24% | -31% | 17% | 27% | 4% | -1% | COc1cc(NC(=S)NC(=O)c2c(OC)cccc2OC)ccc1NC(=O)c1cccs1 |
| . | 0% | 51%[activator] | -7% | 16%[59 µM] | 3% | 1% | 1% | -5% | COC(=O)c1c(C(=O)OC)c2cc(C)ccn2c1Cl |
| 79µM* | -3% | ? | 3.2µM* | ? | -13% | 122%[activator] | -22% | 6% | COc1cc(OC)c(OC)cc1CN1CCSCC1 |
| -13% | -1% | 34%[activator] | -12% | ? | 4% | -19% | 3% | 8% | Cc1cnc(C(=O)Oc2cccc(Cl)c2Cl)cn1 |
| -2% | -7% | 50%[activator] | 16% | -4% | -5% | 33%[activator] | -5% | -9% | CC(=O)N(c1ccc(C)cc1)S(=O)(=O)c1ccc(Cl)cc1 |
| . | . | 21% | -3% | . | -2% | 74%[activator] | 15% | -6% | CC1CCCC(NC(=O)COC(=O)CCC(=O)c2cccs2)C1C (centres undefined) |
| -12% | 0% | 12%[57 µM] | -23% | -7%[59 µM] | -1% | 13% | 9% | i | COc1ccc(S(=O)(=O)Nc2cccc(-c3ccc(N4CCOCC4)nn3)c2)cc1F |
| -9% | 2% | 40%[activator] | -8% | . | 2% | 21% | 0% | 2% | Cc1c(C(=O)c2ccc([N+](=O)[O-])cc2)c(=O)n(C)c(=O)n1C |
| ? | -6% | 13% | -11% | -29%[59 µM] | -9% | -9% | -17% | . | CC(=O)c1ccc(NC(=O)CCc2c(C)nc3c(c(C)nn3-c3ccc(C)cc3)c2C)cc1 |
| -1% | -1% | 44% | -5% | -9%[59 µM] | 38%[activator] | 30% | -6% | 3% | O=C(NCCc1ccccc1)c1ccc(CSc2nc3ccncc3n2Cc2ccccc2)cc1 |
| 4% | . | -17% | -12% | -15% | 1% | -1% | -1% | i | CN(c1ccccc1)S(=O)(=O)c1cccc(C(=O)N2CCCCCC2)c1 |
| -1% | -3% | 27% | -12% | -7%[59 µM] | -9% | 22% | 10% | 2% | CCC1CCCCN1C(=S)NC1CCCCC1 (centres undefined) |
| -6% | 2% | -2% | -5% | 4.5µM* | -3% | 20% | 7% | -8% | Cc1ccc(S(=O)(=O)Nc2nnc(C(C)(C)C)s2)cc1 |
| . | -16% | 41%[activator] | -19% | . | 4% | 11% | . | . | C/C=C1\COC(C(=O)NCCN2CCOCC2)(C(F)(F)F)C=C1C=C(C)C (centres undefined) |
| -29% | -4% | 14% | ? | 14% | 7% | -6% | 3% | -4% | CSc1ccc(CNC(=O)c2ccc(NC(=O)C3=CSCCO3)cc2)cc1 |
| ? | -3% | -16% | -33% | 4%[59 µM] | 6% | 108%[activator] | ? | 14% | Cc1ccsc1/C=N/Nc1nc2ccccc2s1 |
| 1% | -1% | 26%[57 µM] | -26% | -5%[59 µM] | 1% | -1% | 2% | -5% | COc1ccc(CCNC(=O)c2ccc3nc(Cc4ccccc4)oc3c2)cc1OC |
| -32% | 0% | 34% | -4% | -46%[59 µM] | -4% | 8% | 20% | 1% | Cc1cc(C)n(-c2ccc(N3CCOCC3)nn2)n1 |
| -25% | -2% | 13% | 3% | 3%[59 µM] | -10% | ? | 2% | -6% | Cc1cc(C)c2c(c1)NC(=O)C2(O)CC(=O)c1cccs1 (centres undefined) |
| -21% | -1% | 14% | -15% | ? | -1% | 13% | 0% | -2% | CCCCC(=O)Nc1ccc(N2CCN(C(=O)c3ccco3)CC2)cc1 |
| -19% | -2% | 24% | -1% | 14% | 3% | -11% | -1% | -5% | Cc1cc(NC(=O)c2nn(C)c(C)c2[N+](=O)[O-])no1 |
| 1% | 4% | 2% | -21% | -3% | -12% | 37%[activator] | ? | -2% | CCOC(=O)C1CCN(C(=O)CNC(=O)c2nn(-c3ccc(OC)c(OC)c3)c(=O)c3ccccc23)CC1 |
| -31% | -7% | 20% | -9% | -1% | 8% | -5% | -9% | -2% | COc1ccc(CCNC(=O)c2ccc(N(C)S(=O)(=O)c3ccc(C)cc3)cc2)cc1OC |
| 5% | 1% | 6% | -18% | 0% | 2% | 22% | 12% | 0% | CCn1c(CNC(=O)Cc2ccc(OC)cc2)nnc1SCC(=O)c1ccc(Br)cc1 |
| -2% | -2% | 12% | -34% | -3%[12.7 µM] | 3% | 6% | 2% | 0% | CCCOc1ccc(/C(O)=C2/C(=O)C(=O)N(CCCOC)C2c2ccncc2)cc1 (centres undefined) |
| -22% | -1% | 40%[activator] | -32% | -10% | -3% | -17% | 24% | -3% | COc1ccc(CC(=O)Nc2ccccc2N2CCCC2)cc1OC |
| -14% | -3% | 28% | 1% | 8% | 5% | -15% | 23% | 3% | O=S1(=O)N=C(Nc2ccc(O)cc2)c2ccccc21 |
| 28% | -2% | 11% | -10% | ? | -6% | -4% | 16% | -5% | Cc1ccc(Oc2ccc(NC(=O)c3ccco3)cc2)cc1 |

One compound at a time, from the list above.
`Cc1cc(NC(=O)c2nn(C)c(C)c2[N+](=O)[O-])no1` is listed as BAZ2B inh: -19%; BLM inh: -2%; HP1b binding inh: 24%; JMJD2A Tudor inh: -1%; G9a inh: 14%; Pin1 inh: 3%; POLI inh: -11%; GLS inhibitor: -1%; PGK inhibitor: -5%
`Cc1cnc(C(=O)Oc2cccc(Cl)c2Cl)cn1` is listed as BAZ2B inh: -13%; BLM inh: -1%; HP1b binding inh: 34%[activator]; JMJD2A Tudor inh: -12%; G9a inh: ?; Pin1 inh: 4%; POLI inh: -19%; GLS inhibitor: 3%; PGK inhibitor: 8%

(cont.)
| BAZ2B inh | BLM inh | HP1b binding inh | JMJD2A Tudor inh | G9a inh | Pin1 inh | POLI inh | GLS inhibitor | PGK inhibitor | SMILES |
| --- | --- | --- | --- | --- | --- | --- | --- | --- | --- |
| 5% | 0% | 25% | 3% | 3%[59 µM] | 0% | 5% | -2% | -2% | O=C(NCC(=O)N(CC1CCCO1)C(C(=O)NC1CCCC1)c1ccc(F)cc1)c1ccco1 (centres undefined) |
| -25% | -2%&-5% | 16%&21% | -19%&-8% | -8%[12.7 µM] | -2%&-8% | 16%&16% | -5% | -4% | COc1ccc(C(CC(=O)N2CCCCC2)c2c(O)cc(OC)cc2OC)cc1 (centres undefined) |
| -2% | 5% | 29% | -5% | 3%[59 µM] | 1% | 14% | 9% | 8% | CCOc1cccc(C(=O)NNC(=O)CCC(=O)O)c1 |
| . | 2% | 15% | -5% | . | -7% | 25% | . | . | CC(OCc1ccccc1)C(NC(=O)OC(C)(C)C)C(=O)NC1COC2CC(n3ccc(=O)[nH]c3=O)OC12 (centres undefined) |
| 10% | -5% | 20% | -15% | 11% | 3% | -9% | 2% | 12% | Cc1ccc2nc(SCC(=O)Nc3ccc4c(c3)OCCO4)[nH]c2c1 |
| 14% | 7.1µM* | 54% | 16% | ? | -13% | 10µM* | 1% | -7% | CCCCn1c(NS(=O)(=O)c2ccc(C)cc2)c(S(=O)(=O)c2ccccc2)c2nc3ccccc3nc21 |
| . | . | 13% | 3% | . | -8% | 9% | 0% | -6% | Cc1ccccc1C(=O)NCC(=O)NC1CC1 |
